Screening results (PubChem)
Vif-APOBEC3G blk: qHTS for Inhibitors of Vif-A3G Interactions: qHTS. Potency, µM (series often up to 46.1 µM), inactives show at the top dose activity, negative = active, most hits filed as inhibitors. HeLa A3G-eYFP + Vif (tagged APOBEC3G with the HIV-1 protein that degrades it), YFP fluorescence, overnight. 0.076% of 410,000 active. AID 602310, 2012. DNA dC->dU-editing enzyme APOBEC-3G (Homo sapiens), Q9HC16;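 note: potency is the fitted concentration of half-maximal effect; % is set by controls: 0 for no effect and ±100 for the full control effect; nearly all actives have a fitted effect of over 60% in size; hits raise eYFP signal because A3G escapes Vif-driven loss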
Target sequence (Q9HC16 whole entry, looked up): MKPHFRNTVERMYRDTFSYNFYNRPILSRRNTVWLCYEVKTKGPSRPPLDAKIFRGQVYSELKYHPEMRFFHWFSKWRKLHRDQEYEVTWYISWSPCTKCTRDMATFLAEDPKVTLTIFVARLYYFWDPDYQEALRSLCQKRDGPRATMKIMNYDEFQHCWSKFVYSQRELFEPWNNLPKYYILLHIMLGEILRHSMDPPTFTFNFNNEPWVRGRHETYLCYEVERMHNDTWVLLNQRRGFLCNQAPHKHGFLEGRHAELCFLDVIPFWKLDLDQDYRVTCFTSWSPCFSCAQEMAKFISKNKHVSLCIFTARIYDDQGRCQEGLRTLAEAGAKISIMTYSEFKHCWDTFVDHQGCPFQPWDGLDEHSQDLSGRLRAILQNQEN
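HeLa cells stably expressing Vif and C-terminally eYFP-tagged A3G, seeded overnight at 37 deg C, then exposed to compound by pintool overnight at 37 deg C. Rise in yellow fluorescence (Ex 488/Em 500-530, Acumen) marks blocked Vif-driven A3G degradation.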
Glioma ERSR ind: qHTS for Inducers of the Endoplasmic Reticulum Stress Response (ERSR) in Human Glioma: qHTS; 0.02% of 420,000 active; Potency, µM, inactives show top-dose activation, actives largely listed as activators; AID 602332, 2012; U87-MG GRP78 promoter luciferase reporter, 16 h; note: potency is the fitted concentration of half-maximal effect; series mostly up to about 76 µM; % of control where 0% means no effect; nearly all actives have a fitted effect of over 35% in size
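ERSR induction read as luciferase luminescence (Bright-Glo, 10 min at room temperature) in stably transfected human U87-MG glioma cells exposed to compounds for 16 h, using GRP78 as sensor.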
D1 potentiator: Potentiators of Human D1 Dopamine Receptor: qHTS. D(1A) dopamine receptor (Homo sapiens), P21728. HEK293 TREx D1 cells, calcium flux, dopamine EC20 potentiation. potentiation, % at 10 µM. 0.036% of 360,000 active. AID 504651, 2011; in the data active = potentiation above about 30%; note: 0% is about no effect
D2 potentiator: HTS Assay for Positive Allosteric Modulators of the Human D2 Dopamine Receptor: Primary Screen for Potentiators | D(2) dopamine receptor (Homo sapiens), P14416 | HEK293 T-REx D2, calcium flux, EC20 dopamine potentiation | potentiation, % at 10 µM | 0.34% of 340,000 active | AID 485347, 2010;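 active = potentiation over 3 SD above the plate norm, cut at about 30% in these data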; note: 0% is about no effect
Target sequence (P14416 whole entry, looked up): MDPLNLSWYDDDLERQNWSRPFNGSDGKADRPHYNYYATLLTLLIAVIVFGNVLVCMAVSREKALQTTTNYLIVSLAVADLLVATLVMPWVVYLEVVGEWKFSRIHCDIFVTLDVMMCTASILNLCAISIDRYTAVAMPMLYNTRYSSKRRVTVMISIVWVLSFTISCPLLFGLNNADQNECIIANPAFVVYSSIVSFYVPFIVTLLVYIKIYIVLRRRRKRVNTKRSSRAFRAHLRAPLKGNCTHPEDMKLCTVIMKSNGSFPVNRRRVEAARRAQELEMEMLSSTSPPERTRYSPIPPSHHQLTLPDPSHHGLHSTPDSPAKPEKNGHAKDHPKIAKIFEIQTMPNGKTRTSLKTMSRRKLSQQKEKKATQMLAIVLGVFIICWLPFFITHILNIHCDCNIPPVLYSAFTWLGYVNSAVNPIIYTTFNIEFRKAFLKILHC
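Calcium flux readout, no-wash dye, 1 read/s. Inducible HEK293 Trex D2 line, overnight 30 C. Compound alone 180 s (agonist flags), then EC20 dopamine, another 180 s to score potentiation.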
Vif-APOBEC3F blk: qHTS for Inhibitors of Vif-A3F Interactions: qHTS; AID 602313, 2012; 0.2% of 390,000 active; Potency, µM (titrated, usually from 46.1 µM), inactives show at the highest dose activity, negative = active; HeLa A3F-eYFP + Vif (tagged APOBEC3F with the HIV-1 protein that degrades it), YFP fluorescence increase; note: potency is the fitted concentration of half-maximal effect; % of control where 0% means no effect; nearly all actives have a fitted effect of over 65% in size
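Fluorescence increase (Ex 488/Em 500-530) after overnight compound treatment at 37 deg C flags inhibition of Vif-driven A3F-eYFP loss in stable HeLa A3F-eYFP/Vif cells seeded overnight beforehand.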
RXFP1 agonist: qHTS Assay for Agonists of the Relaxin Receptor RXFP1; Relaxin receptor 1 (Homo sapiens), Q9HBX9; HEK293T-RXFP1 cAMP TR-FRET, 30 min; response scale: percent of porcine relaxin response, buffer zero; Potency, µM (titrated, usually from 57.5 µM), without a hit: top-dose activation, most hits filed as activators; 0.3% of 370,000 active; note: potency is the fitted concentration of half-maximal effect; % is set by controls: 0 for no effect and ±100 for the full control effect; nearly all actives have a fitted effect of over 60% in size; many of its hits are not listed in these tables
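HEK293 cells stably expressing RXFP1, treated 30 min at 37C with compounds plus PDE4 inhibitor Ro 20174; cAMP measured by HTRF TR-FRET. Normalized to buffer and 29 nM porcine relaxin; EC50 by Hill fit.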
D1 ag: Allosteric Agonists of the Human D1 Dopamine Receptor: qHTS; 1% of 360,000 active; activation, % at 2 µM; D(1A) dopamine receptor (Homo sapiens), P21728; HEK293 T-REx D1 cells, calcium flux, agonist mode; AID 504660, 2011; in the data active = activation above about 30%; note: 0% is about no effect
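Tetracycline-induced HEK293 TREx D1 cells, force-coupled to calcium signalling, were dye-loaded with a no-wash calcium kit. Compound was pin-added after a 10 s baseline. Fluorescence was read kinetically at 1 cycle/s for 180 s, with calcium rises flagged as agonism.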
RXFP1 antagonist: qHTS Assay for Antagonists of the Relaxin Receptor RXFP1. Relaxin receptor 1 (Homo sapiens), Q9HBX9. 0.59% of 350,000 active. HEK293-RXFP1, relaxin-stimulated cAMP HTRF, 30 min; active compounds read low. activity change, negative = inhibition, % at 57.5 µM;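 active = activity change of -60% or lower, but not beyond a set lower limit; inconclusive = change between -60% and -40%, or beyond the set limit; inactive = change above -40%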; note: % is set by controls: 0 for no effect and ±100 for the full control effect
D1 antagonist: Antagonist of Human D 1 Dopamine Receptor: qHTS. HEK293 TREx D1 cells, calcium flux, dopamine EC80; active compounds read low. activity change, negative = inhibition, % at 10 µM. 3.2% of 360,000 active. AID 504652, 2011; in the data active = activity change below about -30%; note: % is set by controls: 0 for no effect and ±100 for the full control effect
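Tetracycline-induced HEK293 T-REx cells with force-coupled D1 receptor were loaded with a no-wash calcium dye. Compound was added after a 10 s baseline and read kinetically for 180 s; EC80 dopamine was then added and calcium flux followed another 180 s.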
An asterisk follows results filed as active; ? = inconclusive; nt = no result given. Unless noted, calls come from the whole dose curve; as a rule, active = well fitted curve in the direction sought with a large enough effect; inconclusive = small, poorly fitted or top-dose-only effect, or another doubt; inactive = no such curve, though single readings can be large; an effect the other way counts as inactive or inconclusive.

SMILES	Vif-APOBEC3G blk	Glioma ERSR ind	D1 potentiator	D2 potentiator	Vif-APOBEC3F blk	RXFP1 agonist	D1 ag	RXFP1 antagonist	D1 antagonist
Cc1ccc(CN2C(=O)c3ccccc3S(=O)(=O)c3ccc(C(=O)OCC4CCCO4)cc32)cc1 (configuration not stated)	1.7%	3.1%	-4.4	9.0	-3.5%	0.7%	1.5	-2.2	-6.8
CCOC(=O)/C=C/C(=O)Nc1ccc(S(=O)(=O)Nc2c(C)cc(C)cc2C)cc1	-11.2%	-0.7%	-7.0	4.8	-6.2%	-0.3%	5.0	-4.8	7.5
O=C(Nc1ccc2c(c1)OCO2)c1ccc(Cl)cc1Cl	-8.6%	-4.6%	-2.2	-21.8	0.6%	1.1%	0.9	-4.7	-3.5
CCCCn1cnc2sc3c(c2c1=N)CCCC3	-1.1%	-2.8%	0.1	-10.4	0.2%	-0.7%	5.5	-8.8	-7.2
O=[N+]([O-])c1cc(Cl)cc(/C=N/Nc2nc3ccccc3s2)c1O	1.4%	?	-7.8	-8.4	-14.8%	-1.7%	-1.2	4.5	-49.5*
COC(=O)c1ccc(OCC(O)CN(CC(C)C)CC(C)C)cc1 (configuration not stated)	1.4%	0.1%	-5.0	13.2	-1.4%	-0.3%	2.6	-16.6	3.4
O=C1c2ccccc2C(=O)N1OCCOCCOCCBr	-1.3%	-1.2%	10.1	-27.5	-5.7%	1.7%	3.1	-4.1	10.3
O=C(NN1C(=O)C2C3C=CC(C4CC34)C2C1=O)c1ccc(Br)cc1 (configuration not stated)	-1.1%	-3.8%	-3.6	-6.3	10.5%	-0.8%	1.0	-4.1	-13.8
CCN(CC)c1ccc2cc(C(N)=O)c(=N)oc2c1	?	1.6%	4.2	1.6	11.2µM*	-2.2%	27.2	-9.0	-2.7
COc1ccccc1N(C)S(=O)(=O)c1ccc(C(=O)Nc2ncc(C)s2)cc1	1.9%	-2.9%	-2.9	-4.2	-3.0%	2.0%	3.3	-32.8	-1.5
Cc1c(S(=O)(=O)Nc2cccc3ccccc23)c(=O)n(C)c(=O)n1C	-3.8%	-4.0%	-0.7	5.5	-0.7%	0.0%	0.1	-10.5	14.3
CCOc1ccc(C(=O)Nc2ccc3c(c2)OCCO3)cc1[N+](=O)[O-]	3.9%	-2.8%	-1.2	nt	0.4%	-1.1%	0.9	-18.3	-6.7

In the list so far, these contain nitrogen in an aromatic ring.
SMILES	Vif-APOBEC3G blk	Glioma ERSR ind	D1 potentiator	D2 potentiator	Vif-APOBEC3F blk	RXFP1 agonist	D1 ag	RXFP1 antagonist	D1 antagonist
CCCCn1cnc2sc3c(c2c1=N)CCCC3	-1.1%	-2.8%	0.1	-10.4	0.2%	-0.7%	5.5	-8.8	-7.2
O=[N+]([O-])c1cc(Cl)cc(/C=N/Nc2nc3ccccc3s2)c1O	1.4%	?	-7.8	-8.4	-14.8%	-1.7%	-1.2	4.5	-49.5*
COc1ccccc1N(C)S(=O)(=O)c1ccc(C(=O)Nc2ncc(C)s2)cc1	1.9%	-2.9%	-2.9	-4.2	-3.0%	2.0%	3.3	-32.8	-1.5
Cc1c(S(=O)(=O)Nc2cccc3ccccc23)c(=O)n(C)c(=O)n1C	-3.8%	-4.0%	-0.7	5.5	-0.7%	0.0%	0.1	-10.5	14.3

The list continues:
SMILES	Vif-APOBEC3G blk	Glioma ERSR ind	D1 potentiator	D2 potentiator	Vif-APOBEC3F blk	RXFP1 agonist	D1 ag	RXFP1 antagonist	D1 antagonist
COc1ccc(C2SCC(C(=O)NCc3ccc(F)cc3)N2C(C)=O)cc1 (configuration not stated)	2.4%	-0.8%	-6.0	-7.8	0.2%	0.0%	3.5	nt	-16.5
CCCNC(=O)Cn1c(=O)/c(=C\c2ccc(-c3cccc([N+](=O)[O-])c3)o2)s/c1=C\C(=O)C(C)(C)C	-0.3%	-6.3%	-3.4	-12.3	-7.9%	4.9%	18.8	-13.0	2.1
COc1ccc(CC(=O)N2CCN=C2SCc2ccc([N+](=O)[O-])cc2)cc1	-6.9%	-2.2%	1.4	-1.4	15.6%	0.9%	3.2	3.9	9.6
O=C(NCCN1CCOCC1)c1ccc(Cl)c([N+](=O)[O-])c1	-1.7%	-0.4%	0.1	-1.5	8.8%	-0.2%	5.9	-6.0	5.3
COC(=O)c1ccccc1NC(=O)CSc1nc2ccccc2nc1Cc1ccc(F)cc1	-3.7%	-1.6%	-2.5	7.4	-3.8%	5.4%	0.4	-0.1	-12.1
Cc1ccc2nc(NC(=O)CS(=O)(=O)Cc3ccccc3)sc2c1	0.0%	0.7%	-1.1	-0.5	-12.0%	-1.3%	6.3	-15.5	4.0
O=C(NCC(c1ccco1)N1CCCCC1)c1ccc(S(=O)(=O)Nc2ccccc2)cc1 (configuration not stated)	0.8%	-2.7%	-0.5	4.4	7.7%	-0.5%	10.6	1.9	7.1
Cc1sc2nc(CC(=O)N3CCCC3)[nH]c(=O)c2c1C	0.3%	3.9%	-1.3	-6.2	0.0%	-1.7%	2.3	-1.3	-9.4
CC(=O)N1CSCC1C(=O)NNS(=O)(=O)c1cccc(C(F)(F)F)c1 (configuration not stated)	0.2%	-2.6%	-0.1	4.0	5.4%	0.3%	2.5	6.4	3.7
CC(C)Cc1nn2c(=O)cc(COC(=O)CNC(=O)c3ccc(C(C)(C)C)cc3)nc2s1	-3.3%	-1.8%	-7.8	13.2	7.1%	-0.4%	27.0	nt	-26.5
COc1ccc(CCc2cc(OC)cc(=O)o2)cc1	-0.3%	0.3%	-6.2	7.1	-2.8%	3.5%	1.5	8.4	-6.5
CCOc1cc(C2CC(=O)Nc3c2c(C)nn3-c2nc(C)cc(C)n2)ccc1O (configuration not stated)	1.6%	-2.0%	-0.5	-4.1	0.7%	2.2%	4.5	6.5	-10.3

This is a subset; rates above refer to the full screens.
